Compound activity: PubChem, National Center for Advancing Translational Sciences (NCATS)
TCR act: Activators of T cell receptors: qHTS campaign | primary human leukocytes, anti-CD3, IL-2 HTRF, 48 h | Potency, µM (titrated, usually from 9.22 µM), for the others: at the highest dose activation of IL-2 secretion, hits mostly activators | 330,000 tested, under 10 active | AID 504894, 2011; active = well fitted activation curve with a large enough effect; inconclusive = small, poorly fitted or top-dose-only effect, or another doubt; inactive = no such curve, though single readings can be large or run the other way; note: % of control where 0% means no effect
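Readout: HTRF IL-2, Eu-cryptate/d2 antibody pair, 320nm excitation, 665nm emission. Stimulus: a-CD3 beads, no co-stimulation. Cells: primary human leukocytes. Exposure: 48 hr with compound.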
TSG101-PTAP inh: qHTS Assay for Iinhibitors of HIV-1 Budding by Blocking the Interaction of PTAP/TSG101; Tumor susceptibility gene 101 protein (Homo sapiens), Q99816; Fluorescence polarization, FITC-PTAP peptide / Tsg101 binding; Potency, µM (top dose mostly 115 µM), for inactives: at the highest dose activity change, negative = inhibition, actives largely listed as inhibitors; 340,000 tested, under 10 active; AID 493005, 2010; active = well fitted inhibition curve with a large enough effect in the main read-out, with a control signal flat, not every such curve was filed as active; inconclusive = small, poorly fitted or top-dose-only effect, or effect the other way, or a change in a side signal; inactive = no such curve, though single readings can be large or run the other way; note: potency is the fitted concentration of half-maximal effect; % of control where 0% means no effect
Target sequence (Q99816 whole entry, looked up): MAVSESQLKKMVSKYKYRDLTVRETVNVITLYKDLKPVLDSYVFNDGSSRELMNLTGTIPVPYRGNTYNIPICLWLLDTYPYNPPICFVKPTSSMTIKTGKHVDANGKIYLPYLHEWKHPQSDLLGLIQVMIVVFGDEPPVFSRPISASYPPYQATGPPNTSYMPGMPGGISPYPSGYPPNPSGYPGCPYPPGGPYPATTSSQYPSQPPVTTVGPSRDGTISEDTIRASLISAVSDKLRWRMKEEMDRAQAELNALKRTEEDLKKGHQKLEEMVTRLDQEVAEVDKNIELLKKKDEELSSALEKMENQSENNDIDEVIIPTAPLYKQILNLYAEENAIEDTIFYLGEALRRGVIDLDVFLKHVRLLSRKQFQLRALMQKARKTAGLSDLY
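Fluorescence anisotropy tracks displacement of a FITC-tagged PTAP peptide (50 nM) from the Tsg101 binding domain (10 uM), following a 20 min room-temperature incubation at pH 7.5.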
uPA surface inh: qHTS for Inhibitors of Cell Surface uPA Generation. Potency, µM (titrated, usually from 38.3 µM), for the others: top-dose activity change, negative = inhibition, actives largely listed as inhibitors. actives 0.31% (n = 330,000). AID 540303, 2011. cell surface uPA generation assay, qHTS; active = well fitted inhibition curve with a large enough effect; inconclusive = small, poorly fitted or top-dose-only effect; inactive = no such curve, though single readings can be large or run the other way; tested in mouse RAW 264.7 cells; note: potency is the fitted concentration of half-maximal effect; % is set by controls: 0 for no effect and ±100 for the full control effect; nearly all actives have a fitted effect of over 55% in size
Active calls of the source: *; ? = inconclusive.

SMILES	TCR act	TSG101-PTAP inh	uPA surface inh
CCCNC(=O)C1CC(c2ccccc2[N+](=O)[O-])=NO1 (stereo not drawn)	0.4%	1.8%	-0.9%
Cc1csc(N2CCCC2c2nc3cc(C(F)(F)F)ccc3n2CCOCCO)n1 (stereo not drawn)	-9.7%	0.2%	?
COc1ccc(CN2[C@@H](CC(C)=O)c3ccc(/C=C/C(C)=O)cc3S2(=O)=O)cc1	3.8%	-0.9%	?
Cc1cc(O)c(N=Cc2cc3c(cc2[N+](=O)[O-])OCO3)cc1C	2.1%	-1.0%	-18.4%
NC(=N\N=Cc1ccccc1)/C(N)=N/N=Cc1ccccc1	7.1%	-0.3%	-2.3%
CC(=O)N[C@H]1[C@H]([C@H](O)[C@H](O)CO)O[C@](O)(C(=O)O)C[C@@H]1O	6.7%	1.6%	6.9%
COc1ccc(-c2nc(CSCC(=O)N3CCN(C4CCCCC4)CC3)c(C)o2)cc1OC	-3.4%	-3.1%	-1.1%
CC(C)C(C(=O)Nc1ccccc1F)N1C(=O)c2ccccc2C1=O (stereo not drawn)	-3.5%	-3.4%	1.6%
CCCOC(=O)CSc1nc(N)c(C#N)c(-c2ccco2)c1C#N	0.3%	-2.6%	-0.8%
Cc1c2cnccc2c(C)c2c1oc1ccccc12	-11.4%	0.4%	-15.6%
COc1ccc(-c2nnc(-c3ccc4ccccc4c3)o2)cc1	-0.3%	-1.2%	3.8%
O=C(Cc1ccc(NC(=O)C2CCN(C(=O)C3CCCC3)CC2)cc1)Nc1ccc(C(=O)N2CCOCC2)cc1	1.3%	-0.1%	14.6%
Cc1nnc2n(C)c(=O)c3c4c(sc3n12)COC(C)(C)C4	1.6%	-1.8%	-1.9%
CCC(CC)C(=O)OCC(=O)C1(O)CCC2C3CCC4=CC(=O)CCC4(C)C3C(O)CC21C (stereo not drawn)	-2.7%	-4.6%	-4.6%
O=C(CCCC(=O)NN=Cc1cccc(O)c1)NN=Cc1cccc(O)c1	0.8%	-0.1%	4.3%
O=C(NCc1ccccc1)c1ccc(NC(=O)C2CC2)cc1	-6.9%	2.8%	-4.1%
COc1ccccc1-c1cccc([C@@H]2C[C@H]3[C@H](CON3C)CN2C(C)=O)c1	9.1%	0.7%	17.9%
O=C(c1ccccc1)N1CCN(C(=O)c2ccncc2)CC1	-3.9%	-4.5%	6.0%
CCOC(=O)c1oc2c(CN3CCN(C)CC3)c(O)c(CC)cc2c(=O)c1-c1nc2ccccc2s1	-8.1%	-4.7%	3.1%
O=[N+]([O-])c1cccc(Oc2ncccc2[N+](=O)[O-])c1	-3.6%	1.7%	-8.0%
CN(C)CCCN1c2ccc([N+](=O)[O-])cc2CCc2cc([N+](=O)[O-])ccc21	-0.1%	-5.8%	-16.0%
COc1cccc2c1C(=O)c1c(O)c3c(c(O)c1C2=O)CC(O)(C(C)=O)CC3OC1CC(O)C(O)C(C)O1 (stereo not drawn)	9.6%	?	-11.3%
O=S(=O)(O)c1cc2onnc2c2ccccc12	0.8%	-13.7%	4.0%
O=C(c1ccc([N+](=O)[O-])cc1)N1CCOCC1	-3.3%	-3.6%	3.4%
CCCCCCCCCCCCCCCCCCNc1ccn(C2OC(COP(=O)(O)OCC3OC(n4cc(F)c(=O)[nH]c4=O)CC3O)C(O)C2O)c(=O)n1 (stereo not drawn)	0.2%	-2.3%	-9.0%
Later entries
SMILES	TCR act	TSG101-PTAP inh	uPA surface inh
NC(CSC1(c2ccccc2)c2ccccc2-c2ccccc21)C(=O)O (stereo not drawn)	5.1%	-4.0%	11.5%
COC(=O)[C@H]1C[C@@H]1[C@H](NC(=O)c1cccnc1)c1ccccc1	-6.1%	0.7%	14.5%
COCCn1nnnc1C(c1ccccc1OC)N1CCc2ccccc2C1 (stereo not drawn)	-1.9%	-1.1%	-11.4%
CCCC(=O)N1CCc2cc(OC)c(OC)cc2C1c1cc2cc3c(cc2[nH]c1=O)OCO3 (stereo not drawn)	5.7%	-5.9%	3.2%
CC1CCCCCCC1OC(=O)c1ccccc1C(=O)O (stereo not drawn)	-4.7%	-2.5%	-0.6%
COc1ccc(S(=O)(=O)N2CCOC2CNC(=O)C(=O)NCCCN(C)C)cc1C (stereo not drawn)	2.6%	-1.1%	-3.4%
CN1[C@@H]2CC[C@H]1CC(OC(=O)c1c[nH]c3ccccc13)C2 (stereo partly drawn)	-6.2%	2.0%	6.8%
Cc1ccc(C2=CC(c3ccccc3)n3ncnc3N2)c(C)c1 (stereo not drawn)	3.6%	-12.1%	8.2%
CN1CCN(C(=O)C2=C[C@H](c3ccc4c(c3)OCO4)C[C@H](OCCCCO)O2)CC1	-1.5%	-1.7%	-11.5%
Cc1ccc(OCC(=O)Nc2ccc3c(c2)ncn3C)cc1	11.9%	7.2%	-0.8%
Cc1ccc(S(=O)(=O)NN=Cc2cc(Cl)ccc2O)cc1	-1.2%	-5.9%	-0.4%
NC(=O)c1ncn([C@@H]2O[C@H](CNCc3cc(Br)ccc3OCc3ccccc3)[C@@H](O)[C@H]2O)n1	-2.8%	-1.8%	-0.9%
Cc1cccc(C(O)C(O)c2cccc(C)n2)n1 (stereo not drawn)	1.0%	-3.1%	3.9%
COC(=O)c1c(C)cc(O)c(C=O)c1O	10.1%	-1.5%	7.1%
Cc1nn(-c2ccccc2)c(C)c1NC(=O)COC(=O)CCc1ccccc1	-2.7%	-1.4%	2.0%
CC(Cc1ccccc1)=NNc1ccc([N+](=O)[O-])cc1[N+](=O)[O-]	-0.9%	-1.1%	3.5%
OC[C@H]1O[C@@H](Oc2ccc(O)cc2)[C@H](O)[C@@H](O)[C@@H]1O	-5.6%	2.8%	9.3%
Cc1cc(CC(=O)O)c2oc(-c3ccoc3)cc(=O)c2c1	-6.5%	-15.9%	14.3%
C=CCOc1cccc(C2C(C(=O)c3ccc(C)o3)=C(O)C(=O)N2CCCn2ccnc2)c1 (stereo not drawn)	-7.5%	-5.2%	-2.8%
CN1C[C@@H]2[C@@H]3C(=O)N(C)C(=O)[C@@H]3[C@](Cc3ccccc3)(C1=O)N2C(=O)c1ccc(F)cc1	5.7%	-4.6%	8.3%
O=C(Nc1c(F)cccc1F)C(c1ccccc1)c1ccccc1	-3.5%	-9.1%	1.0%
CNC(=O)c1sc(N2N=C3/C(=C\c4ccccc4)CCCC3C2c2ccccc2)nc1C (stereo not drawn)	-8.5%	?	9.6%
CCOC(Cn1cc([N+](=O)[O-])c(=O)[nH]c1=O)OCC	1.5%	2.7%	5.5%
COc1cccc(N/C=C/C(=O)c2ccc(Br)cc2)c1	-2.0%	-1.1%	-8.5%
COc1ccc(S(=O)(=O)N(C)C[C@H]2Oc3ccc(NS(=O)(=O)c4cccs4)cc3C(=O)N([C@H](C)CO)C[C@@H]2C)cc1	7.8%	-5.5%	10.7%

Brought forward from above: two compounds; new compounds follow.
SMILES	TCR act	TSG101-PTAP inh	uPA surface inh
COc1cccc(N/C=C/C(=O)c2ccc(Br)cc2)c1	-2.0%	-1.1%	-8.5%
COc1ccc(S(=O)(=O)N(C)C[C@H]2Oc3ccc(NS(=O)(=O)c4cccs4)cc3C(=O)N([C@H](C)CO)C[C@@H]2C)cc1	7.8%	-5.5%	10.7%
Cc1ccc2nc(-c3ccc(NC(=O)C(C)Sc4nncs4)cc3)sc2c1 (stereo not drawn)	2.0%	0.2%	?
CCCN(C(=O)c1cc(S(=O)(=O)N2CCN(CC)CC2)ccc1Cl)C1CCS(=O)(=O)C1 (stereo not drawn)	2.9%	2.1%	-6.6%
O=S(=O)(Nc1ccccc1)C1CCCCC1	-0.3%	2.8%	1.7%
CC(C)N(Cc1nccn1C)C(=O)c1cc(COc2ccc(-n3cncn3)cc2)on1	0.4%	-3.3%	2.9%
Cc1nc(N)nc(Cl)c1CCC1OCCO1	0.0%	-7.9%	-1.4%
Cn1cnc2nc[nH]c2c1=O	8.5%	-5.0%	-3.2%
COc1cc2c(cc1OC)C(=Cc1ccc(N(C)C)cc1)C=C2	5.6%	3.7%	-6.3%
CCCCn1c(N)c(N(CC)C(=O)CN2C(=O)NC(C)(c3ccccc3)C2=O)c(=O)[nH]c1=O (stereo not drawn)	11.3%	1.2%	1.5%
CCO[C@H]1OC(C(=O)O)=C[C@@H](C(C)(C)C)[C@@H]1CCCO	1.0%	-2.0%	2.6%
C/C(=N\NC(=O)C1CC1)c1ccc(C)cc1C	3.4%	-0.5%	5.0%
O=C1CSC(=S)N1N=Cc1cccc2ccccc12	0.1%	-0.4%	4.5%
C=C(c1ccc2nc(NC(=O)OC)[nH]c2c1)c1cccs1	0.9%	0.8%	-15.1%
COCCN1CCN(c2c(C)c(C)nc3cc(-c4cccc(OC)c4)nn23)CC1	-4.9%	1.2%	0.7%
CN1CC[C@@H]2C(=O)N3CCc4ccc(Br)cc4[C@@H]3C[C@@H]21	1.6%	-0.3%	-3.9%
S=C(NCCc1ccccc1)N1CCCC1	3.7%	-6.7%	6.8%
O=C(Nc1nnc(-c2ccc(Cl)s2)o1)C1CCCCC1	1.3%	-2.3%	0.2%
Cn1c(=O)[nH]c(NCCc2ccc(O)cc2)c([N+](=O)[O-])c1=O	4.2%	-2.7%	3.1%
COc1ccc(OC)c(Cc2cnc3nc(N)nc(N)c3c2C)c1	-1.9%	-5.4%	-15.4%
CC(=O)Nc1ccc2nc(N)sc2c1	4.6%	-0.6%	-0.5%
Cc1ccc(S(=O)(=O)N2CCN(C(=O)COC(=O)COc3ccc(Cl)c(C)c3)CC2)c(C)c1	-12.1%	0.0%	-3.2%
O=C(NCC1CC1)c1cc(-c2ccccc2)nn1CC1CC(c2cccnc2)=NO1 (stereo not drawn)	14.0%	-3.1%	-4.9%
O=C(NN=Cc1cccc([N+](=O)[O-])c1)c1cccc2ccccc12	1.6%	-1.8%	-0.6%
COc1cccc(/C=N/NC(=O)c2cccc3ccccc23)c1OC	-3.4%	-5.3%	-1.6%
COc1ccc(N(C(=O)c2ccco2)C(C(=O)NC2CCCCC2)c2ccccc2)cc1 (stereo not drawn)	1.2%	-1.2%	2.9%
O=C(c1ccccc1)c1ccc(OCC(O)CN2CCOCC2)cc1 (stereo not drawn)	1.0%	-3.7%	-0.7%
CCn1ncc(Br)c1C(=O)Nc1ccccc1C(=O)OC	1.6%	-2.4%	0.1%
O=[N+]([O-])c1cccc(CN2[C@@H](Cc3ccccc3)COCCS2(=O)=O)c1	-3.9%	-3.3%	-13.6%
O=C(O)C[C@H]1c2cc(C(F)(F)F)ccc2S(=O)(=O)N1C1CCCC1	6.4%	-0.1%	4.2%
COc1ccc(C(=O)O)c(O)c1	5.2%	0.9%	-0.2%

Of the compounds above, seven contain a COOH group.
SMILES	TCR act	TSG101-PTAP inh	uPA surface inh
CC(=O)N[C@H]1[C@H]([C@H](O)[C@H](O)CO)O[C@](O)(C(=O)O)C[C@@H]1O	6.7%	1.6%	6.9%
NC(CSC1(c2ccccc2)c2ccccc2-c2ccccc21)C(=O)O (stereo not drawn)	5.1%	-4.0%	11.5%
CC1CCCCCCC1OC(=O)c1ccccc1C(=O)O (stereo not drawn)	-4.7%	-2.5%	-0.6%
Cc1cc(CC(=O)O)c2oc(-c3ccoc3)cc(=O)c2c1	-6.5%	-15.9%	14.3%
CCO[C@H]1OC(C(=O)O)=C[C@@H](C(C)(C)C)[C@@H]1CCCO	1.0%	-2.0%	2.6%
O=C(O)C[C@H]1c2cc(C(F)(F)F)ccc2S(=O)(=O)N1C1CCCC1	6.4%	-0.1%	4.2%
COc1ccc(C(=O)O)c(O)c1	5.2%	0.9%	-0.2%

The list is partial; count on the stated rates, not on these rows.
